# Screens deposited in PubChem by several laboratories.
# RGS4 act: RGS4 potentiation or activation; HEK293 M3R/inducible RGS4, carbachol calcium flux Fluo4; active compounds read low; B-score at 10 µM; actives 0.92% (n = 310,000);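 active = B-score of the integrated calcium signal more than 4 SD below the library mean, with starting fluorescence not abnormally high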;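 note: negative B-score means reduced calcium response which marks RGS4 activation or potentiation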
#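 Reagent: ECmax carbachol challenge; Test system: M3R-expressing HEK293 line, RGS4 induced by doxycycline; Schedule: overnight RGS4 induction, 30 min dye load 37 °C, 20 min compound RT; Detection: calcium dye Fluo4 fluorescence; Read-out: Agonist-evoked peak-minus-minimum fluorescence over baseline, integrated ratio, B score.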
# ANO1 block: blocks the mouse calcium-activated chloride channel TMEM16A; Q8BHY3; HEK293 TMEM16A/YFP iodide influx fluorescence, ionomycin; normalized B-score (activity score, 25-100; higher = stronger inhibition) at 10 µM; actives 1.2% (n = 310,000); AID 588511;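 active = ratio plate-corrected score three or more library SD toward inhibition, starting fluorescence score within five deviations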;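 note: score derived from kinetic fluorescence span divided by baseline fluorescence per well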
# Target sequence (Q8BHY3 whole entry, looked up): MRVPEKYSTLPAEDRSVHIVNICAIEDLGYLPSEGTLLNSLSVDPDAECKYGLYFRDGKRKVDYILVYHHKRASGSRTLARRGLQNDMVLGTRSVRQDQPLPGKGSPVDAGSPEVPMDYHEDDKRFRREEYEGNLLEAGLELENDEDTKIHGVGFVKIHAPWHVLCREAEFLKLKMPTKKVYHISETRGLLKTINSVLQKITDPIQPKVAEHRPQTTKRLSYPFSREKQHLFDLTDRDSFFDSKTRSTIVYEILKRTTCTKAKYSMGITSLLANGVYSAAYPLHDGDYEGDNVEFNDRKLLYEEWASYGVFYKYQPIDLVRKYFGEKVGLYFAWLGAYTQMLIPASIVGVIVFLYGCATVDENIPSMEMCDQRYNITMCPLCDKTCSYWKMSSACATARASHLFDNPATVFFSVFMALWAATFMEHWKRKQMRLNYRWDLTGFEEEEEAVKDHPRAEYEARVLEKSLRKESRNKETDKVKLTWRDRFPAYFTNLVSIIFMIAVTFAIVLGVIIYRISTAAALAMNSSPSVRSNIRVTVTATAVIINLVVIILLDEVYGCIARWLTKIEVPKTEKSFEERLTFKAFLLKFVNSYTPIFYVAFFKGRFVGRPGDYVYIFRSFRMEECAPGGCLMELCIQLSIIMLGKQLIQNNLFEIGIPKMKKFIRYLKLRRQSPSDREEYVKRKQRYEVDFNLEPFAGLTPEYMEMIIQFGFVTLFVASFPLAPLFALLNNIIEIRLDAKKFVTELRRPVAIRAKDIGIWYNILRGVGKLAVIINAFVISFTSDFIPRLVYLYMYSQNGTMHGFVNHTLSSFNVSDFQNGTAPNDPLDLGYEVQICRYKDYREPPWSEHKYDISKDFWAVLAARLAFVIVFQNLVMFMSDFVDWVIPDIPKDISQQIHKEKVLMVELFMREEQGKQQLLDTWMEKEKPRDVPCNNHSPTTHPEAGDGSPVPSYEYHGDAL
# SKKanGAS inh: blocks kanamycin growth of S. pyogenes SKKanGAS strain | BacTiter-Glo, 6 h | inhibition, % at 7.5 µM | actives 1.3% (n = 300,000) | AID 1662;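 active = mean replicate score, as percent of positive control median, at least 50; inconclusive = mean below 50 but one replicate at or above 50; inactive = mean and every replicate below 50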;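 note: strain carries kanamycin resistance gene driven by streptokinase promoter and grows in 40 µg/ml kanamycin; loss of luminescence reflects streptokinase promoter inhibition or plain growth inhibition; 0% = median of DMSO wells and 100% = positive control at its reference dose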
# HDAC3 inh: blocks human histone deacetylase 3. O15379. recombinant HDAC3, fluorogenic peptide/trypsin coupled, fluorescence. inhibition, % at 8.3 µM. actives 0.15% (n = 320,000); in the data active = inhibition above about 26%, passing the limit was not always enough; inconclusive = no clear call, values can overlap the other calls
# KCNQ1 inh: human KCNQ1 channel inhibition. CHO-K1 KCNQ1, FluxOR thallium flux fluorescence; active compounds read high. B-score at 10 µM. actives 1.3% (n = 310,000);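 active = compounds whose thallium flux B-score, printed positive for inhibition, exceeds three library SD while starting fluorescence stays within three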;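 note: channel opened by potassium depolarization with thallium stimulus after 20 min compound exposure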
# KCNQ1 act: potentiates or activates the human KCNQ1 potassium channel. P51787. CHO-K1 KCNQ1, thallium flux FluxOR fluorescence; active compounds read high. B-score at 10 µM. actives 0.35% (n = 310,000). AID 2648;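 active = fluorescence ratio B-score, a plate-corrected score, at least three library SD, with initial intensity B-score within 5 SD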
#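 Medium – assay buffer, equal DMSO in all wells · Material – CHO-K1 cell line with stable KCNQ1 potassium channel expression · Signal – kinetic FluxOR thallium fluorescence, 10-s 1-Hz baseline, 110-s post-stimulus read · Compound – single concentration per compound, DMSO matched to controls · Schedule – 37 °C overnight plating, 90-min dark dye load, 20-min compound pretreatment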
# RGS4 block: inhibitors of human RGS4 | P49798 | HEK293 M3R/RGS4 inducible, Fluo-4 calcium flux; active compounds read high; triggered by carbachol at its EC20 | B-score at 10 µM | actives 0.45% (n = 310,000);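 active = B-score, a plate-corrected calcium signal, over three deviations above library mean, with baseline fluorescence within five deviations of library mean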;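 note: RGS4 expression induced by doxycycline in cells with stable M3 receptor; B-score is computed from the integrated fluorescence ratio over baseline after carbachol; higher B-score means a larger calcium signal and so more RGS4 inhibition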
# KCNK9 inh: human KCNK9 channel inhibition | HEK293 KCNK9, FluxOR thallium flux fluorescence; active compounds read low | Q9NPC2 | actives 1.2% (n = 310,000) | AID 488922 | B-score at 10 µM;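 active = ratio B-score over 3 SD below the library mean, with starting fluorescence within 5 SD of its mean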;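 note: negative B-score means less thallium flux so channel inhibition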
# KCNK3 block: human KCNK3 channel inhibition, primary screen | O14649 | CHO-KCNK3 thallium flux, FluxOR fluorescence; active compounds read low | B-score at 10 µM | actives 0.84% (n = 340,000) | AID 602410;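 active = B-score under library mean minus 4 SD, starting fluorescence ratio at most library mean plus 5 SD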;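 note: more negative B-score means stronger inhibition of thallium flux through KCNK3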
# ANO1 activ: activators or potentiators of mouse TMEM16A chloride channel | Q8BHY3 | HEK293 TMEM16A/YFP-H148Q/I152L, iodide quench fluorescence; active compounds read low | B-score at 10 µM | actives 0.3% (n = 340,000) | AID 623877;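 active = fluorescence-ratio B-score plate-corrected deviation score at least 3 library SD below zero, with starting fluorescence score within 5 deviations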;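 note: channel opened by trigger with iodide after compound preincubation; score built on the fluorescence ratio of max minus min over baseline; more negative score means more quench and so TMEM16A activation or potentiation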
# hERG protect: shields human hERG channel from block by proarrhythmic agents. CHO-hERG, FluxOR thallium flux, dofetilide IC70 present. actives 0.51% (n = 310,000). activation (rescue from dofetilide block), less the hit threshold, % at 10 µM. Q12809. AID 1511;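 active = activation above the mean of controls blocked by dofetilide plus 5 SD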;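 note: thallium influx through hERG after potassium depolarization seen as dye fluorescence rise; in these data hits start at about 4.7%; inactives centre near -7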
# * hit, by the source's call; i = inactive; ? = inconclusive; / = not tested or not shown.
SMILES,RGS4 act,ANO1 block,SKKanGAS inh,HDAC3 inh,KCNQ1 inh,KCNQ1 act,RGS4 block,KCNK9 inh,KCNK3 block,ANO1 activ,hERG protect
CC(=O)c1cn(CC(=O)Nc2cccc(C)c2C)c2ccccc12,i,i,2.2,-2.9,i,i,i,i,i,i,-5.2
CC1(C)CC(=O)C(C=Nc2cccc(/N=C/C3=C(O)CC(C)(C)CC3=O)n2)=C(O)C1,i,/,-6.4,/,i,i,i,i,/,/,2.2
CCOC(=O)c1c(C2CC2)csc1NC(=O)COC(=O)CCS(=O)(=O)c1ccc(C)cc1,i,i,-3.9,2.4,i,i,i,i,i,i,-4.4
CCOC(=O)Cc1csc(NC(=O)c2cc(C)cc(C)c2)n1,i,i,0.3,2.5,i,i,i,i,i,i,-11.9
COC(=O)C1=C(C)N(CCCC(=O)O)C(=O)NC1c1ccc(C#N)cc1 (configuration not stated),i,i,-4.6,1.0,i,i,i,i,i,i,-1.9
COc1ccc(OC)c(N=c2oc3cc(O)ccc3cc2C(N)=O)c1,i,i,21.7,-4.1,i,i,i,i,i,i,-9.9
CSC(=Nc1ccccc1)Nc1ccccc1,i,i,2.9,1.4,i,i,i,i,i,i,-2.9
CCCNC(=S)Nc1ccc2nc(-c3ccccn3)c(-c3ccccn3)nc2c1,i,i,-1.0,-7.0,i,i,i,i,i,i,-12.1
CCOC(=O)C1CC(C)=C(C)CC1C(=O)O (configuration not stated),i,i,2.9,/,i,i,i,i,i,i,-6.2
Cc1ccc(C(OC(=O)c2ccco2)C(=O)NC(C)(C)C)cc1 (configuration not stated),i,i,0.3,-6.6,i,i,i,i,i,i,-2.5
CC(CCc1ccccc1)C(=O)NO (configuration not stated),i,i,4.7,-11.5,i,i,i,i,i,i,-10.2
O=C(NCc1ccc2c(c1)OCO2)C1CCN(S(=O)(=O)c2ccc(Br)s2)CC1,i,i,-5.7,-1.7,i,i,i,i,i,-6.9*,-2.4
CC1(C)CC(=O)C(C=NCCCO)=C(O)C1,i,i,-2.6,-7.1,i,i,i,i,i,i,-7.9
CC(C)(C)OC(=O)C1C(=O)CC(C)(O)C(C(=O)OC(C)(C)C)C1c1cccnc1 (configuration not stated),i,i,-1.6,-6.6,i,i,i,i,i,i,-5.5
O=C(NC1CCCC1)C(c1cccs1)N(C(=O)c1ccno1)c1ccccc1 (configuration not stated),i,i,0.6,1.0,i,i,i,i,i,i,-2.9
NC(=O)Cc1ccc(C(=O)c2ccc(Cl)cc2Cl)s1,i,i,-4.1,4.5,i,i,i,i,i,i,-7.4
Cc1cccc(-c2nsc(SCC(=O)Nc3nccs3)n2)c1,i,i,-3.6,5.6,i,i,i,i,i,i,-12.7
CCCCNC(=S)Nc1ccc2cn[nH]c2c1,i,i,2.6,/,i,i,i,i,i,i,-8.8
Cc1[nH]c2ccccc2c1C(=O)C(=O)NCc1cccs1,i,i,-0.2,7.6,i,i,i,i,i,i,-12.2
COC(=O)Nc1ccc(S(=O)(=O)Nc2cccc3ccccc23)cc1,i,i,-19.4,5.0,i,i,i,i,i,i,-10.9
COc1cccc(C(C(=O)NC2CCCCC2)N(C(=O)c2cccs2)c2ccc3c(c2)OCO3)c1 (configuration not stated),i,i,-3.1,0.0,i,i,i,i,i,i,-14.7
N/C(=N\OC(=O)C(c1ccccc1)c1ccccc1)c1cccnc1,i,i,1.7,-2.4,i,i,i,i,i,i,-10.7
COc1ccc(Br)cc1/C=N/Nc1ccc(Cl)c(C(=O)O)c1,i,i,4.8,-0.3,i,i,i,i,i,i,-2.4
O=C(O)c1cnc(-c2ccccc2)nc1Sc1ccc(Cl)cc1Cl,i,100*,?,2.5,i,i,i,i,i,i,-2.9
Cc1ccc(N(C(C)C(=O)O)S(=O)(=O)c2cccnc2)cc1 (configuration not stated),i,i,-0.2,-4.0,i,i,i,i,i,i,-9.4
Cc1nc(NC(=O)c2ccccc2)sc1C,i,i,2.2,5.6,i,i,i,i,i,i,-3.6
CN(CC(=O)NCCc1ccc(F)cc1)Cc1cccc(Cl)c1,i,i,-12.2,7.9,i,i,i,i,i,i,-16.8
Cc1noc(C)c1S(=O)(=O)N(C)Cc1ccccc1,i,i,-4.3,-1.7,i,i,i,i,i,i,-7.7
CC1=C(C(=O)Nc2ccccc2C(=O)NC2CCCCC2)SCCO1,i,i,4.8,0.6,i,i,i,i,i,i,-3.8
Cc1cccc(NC(=O)c2cccc(NC(=O)c3ccco3)c2)c1C,i,i,-2.0,6.3,i,i,i,i,i,i,-15.1
CCn1cnc2scc(-c3ccccc3)c2c1=O,i,100*,-2.1,/,i,i,i,i,i,i,-10.3
O=[N+]([O-])c1ccc(N2CCN(c3ccccc3O)CC2)cc1,i,i,-4.9,-1.1,i,i,i,i,i,i,-3.2
CCNCCC(=O)N1c2ccccc2Sc2ccc(NC(=O)OCC)cc21,i,i,0.5,0.1,i,i,i,i,i,i,-4.7
COc1ccc(C(=O)N(c2ccc(C)cc2)C2C=CS(=O)(=O)C2)cc1OC (configuration not stated),i,i,-2.5,-5.1,i,i,i,i,i,i,-16.2
CC1(c2ccccc2)NC(=O)N(CC(=O)Nc2ccccc2C(=O)N2CCCCC2)C1=O (configuration not stated),i,i,-5.3,2.6,i,i,i,i,i,i,-7.8
Cn1nc(C(=O)OCC(=O)Nc2ccc3ccccc3c2)c2ccccc2c1=O,i,i,-11.3,3.3,i,i,i,i,i,i,-16.4
O=C(COC(=O)Cc1ccccc1F)NNC(=O)c1ccc(Cl)cc1,i,i,-7.8,-0.1,i,i,i,i,i,i,-9.8
COc1ccc(/C(O)=C2/C(=O)C(=O)N(CC3CCCO3)C2c2cccc(O)c2)cc1 (configuration not stated),i,i,-8.9,-14.9,i,i,i,i,i,i,-7.1
Cc1ccc(S(=O)(=O)N2CCN(C(=O)c3ccccc3-c3nc4ccccc4s3)CC2)c(C)c1,i,i,24.0,6.3,i,i,i,i,i,i,-10.8
COc1ccccc1NC(=O)C1=C(C)NC(=O)NC1c1ccc(C)s1 (configuration not stated),i,i,-1.6,3.8,i,i,i,i,i,i,-15.2
CCc1ccc(OCCCC(=O)Nc2ccc(S(N)(=O)=O)cc2)cc1,i,i,-2.7,3.7,i,i,i,i,i,i,-6.8
Cc1cccc2sc(NC(=O)C3c4ccccc4Oc4ccccc43)nc12,i,i,29.9,-8.7,13*,i,i,-10.4*,-10.4*,i,-13.2
COc1ccc(C2CC(c3c(Cl)cccc3Cl)n3nc(N)nc3N2)cc1 (configuration not stated),i,i,1.9,2.2,i,i,i,i,i,i,-4.0
COc1ccc(C(C(=O)NCC2CCCO2)N(C(=O)c2snc(C(N)=O)c2N)c2ccc(C)cc2)cc1OC (configuration not stated),i,/,16.9,/,i,i,i,i,i,i,-8.4
CCC(C)(C)NC(=O)C(c1cccn1C)N(Cc1ccc(C)cc1)C(=O)Cn1nnc2ccccc21 (configuration not stated),i,i,-4.2,-3.1,i,i,i,i,i,i,-6.5
O=C(CN1N=C(c2ccc(Cl)cc2)CCC1=O)NCc1cccnc1,i,i,-2.2,6.1,i,i,i,i,i,i,-2.6
N#Cc1c(NC(=O)CSc2ncc(-c3ccccc3)n2CC2CCCO2)sc2c1CCCC2 (configuration not stated),i,i,5.6,1.3,i,i,i,i,i,i,-7.5
COc1cc(CN2CCN(C3CCC3)CC2CCO)cc(OC)c1 (configuration not stated),i,i,1.1,-10.9,i,i,i,i,i,i,-3.7
COc1cccc(CC2(CO)CCCN(Cc3cn[nH]c3C3CCCCC3)C2)c1 (configuration not stated),i,i,-2.8,1.0,i,i,i,i,i,i,-22.2
COc1ccc(NC(=O)COC(=O)Cc2c(F)cccc2Cl)cc1,i,i,-11.6,2.7,i,i,i,i,i,i,-8.1
COc1ccc(NC(=O)Cn2c(-c3ccc(OC)cc3)cn(-c3ccc(C)cc3)c2=O)cc1,i,i,19.7,5.8,i,i,i,i,i,i,-6.3
NNC(=S)NCc1ccco1,i,i,1.9,-1.1,i,i,i,i,i,i,-11.7

# Compounds shown so far with a thiophene ring, fused or not (9):
SMILES,RGS4 act,ANO1 block,SKKanGAS inh,HDAC3 inh,KCNQ1 inh,KCNQ1 act,RGS4 block,KCNK9 inh,KCNK3 block,ANO1 activ,hERG protect
CCOC(=O)c1c(C2CC2)csc1NC(=O)COC(=O)CCS(=O)(=O)c1ccc(C)cc1,i,i,-3.9,2.4,i,i,i,i,i,i,-4.4
O=C(NCc1ccc2c(c1)OCO2)C1CCN(S(=O)(=O)c2ccc(Br)s2)CC1,i,i,-5.7,-1.7,i,i,i,i,i,-6.9*,-2.4
O=C(NC1CCCC1)C(c1cccs1)N(C(=O)c1ccno1)c1ccccc1 (configuration not stated),i,i,0.6,1.0,i,i,i,i,i,i,-2.9
NC(=O)Cc1ccc(C(=O)c2ccc(Cl)cc2Cl)s1,i,i,-4.1,4.5,i,i,i,i,i,i,-7.4
Cc1[nH]c2ccccc2c1C(=O)C(=O)NCc1cccs1,i,i,-0.2,7.6,i,i,i,i,i,i,-12.2
COc1cccc(C(C(=O)NC2CCCCC2)N(C(=O)c2cccs2)c2ccc3c(c2)OCO3)c1 (configuration not stated),i,i,-3.1,0.0,i,i,i,i,i,i,-14.7
CCn1cnc2scc(-c3ccccc3)c2c1=O,i,100*,-2.1,/,i,i,i,i,i,i,-10.3
COc1ccccc1NC(=O)C1=C(C)NC(=O)NC1c1ccc(C)s1 (configuration not stated),i,i,-1.6,3.8,i,i,i,i,i,i,-15.2
N#Cc1c(NC(=O)CSc2ncc(-c3ccccc3)n2CC2CCCO2)sc2c1CCCC2 (configuration not stated),i,i,5.6,1.3,i,i,i,i,i,i,-7.5
